Compound activity (PubChem)
DUSP3 inh: inhibitors of human VHR1 phosphatase (DUSP3); AID 1654; recombinant VHR phosphatase, pNPP absorbance; 0.52% of 290,000 active; P51452; inhibition, % at 13.3 µM; in the data active = inhibition above about 50%; also: some compounds called inactive have numbers as strong as hits
Target sequence (P51452 whole entry, looked up): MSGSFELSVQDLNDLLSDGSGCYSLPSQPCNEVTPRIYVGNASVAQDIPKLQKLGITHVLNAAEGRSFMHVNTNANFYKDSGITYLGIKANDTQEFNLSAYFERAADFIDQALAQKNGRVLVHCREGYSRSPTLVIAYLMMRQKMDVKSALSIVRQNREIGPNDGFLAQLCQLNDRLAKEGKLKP
Mtb FBA inh: inhibitors of M. tuberculosis fructose-bisphosphate aldolase; inhibition, % at 1 µM; P9WQA3; AID 588726; 2.3% of 360,000 active; purified M. tuberculosis FBA, fluorescence read-out; in the data active = inhibition above about 27%;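 also: 0% = vehicle and 100% = reference inhibitor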
Target sequence (P9WQA3 whole entry, looked up): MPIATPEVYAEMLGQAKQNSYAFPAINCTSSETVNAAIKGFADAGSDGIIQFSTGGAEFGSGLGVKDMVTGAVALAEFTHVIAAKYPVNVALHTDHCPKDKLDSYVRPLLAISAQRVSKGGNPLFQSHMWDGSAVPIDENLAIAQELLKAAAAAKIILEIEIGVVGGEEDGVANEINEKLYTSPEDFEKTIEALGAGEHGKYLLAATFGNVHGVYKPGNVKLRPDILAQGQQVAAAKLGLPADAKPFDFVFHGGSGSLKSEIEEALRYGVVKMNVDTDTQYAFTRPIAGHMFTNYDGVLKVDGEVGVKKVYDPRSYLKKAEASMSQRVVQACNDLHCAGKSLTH
BoNT-F LC inh: blocks Botulinum neurotoxin F light chain protease; inhibition, % at 10 µM; 0.22% of 360,000 active; Multiplex microsphere protease cleavage assay, flow cytometry; in the data active = inhibition above about 35%, passing the limit was not always enough; inconclusive = no clear call, values can overlap the other calls; also: plate controls were buffer without enzyme for full effect and enzyme alone for no effect
Mtb UGM inh: inhibitors of M. tuberculosis UDP-galactopyranose mutase; P9WIQ1; purified UGM, fluorescence polarization probe displacement; inhibition, % at 10 µM; 0.06% of 320,000 active; AID 504406; in the data active = inhibition above about 10%, passing the limit was not always enough; inconclusive = no clear call, values can overlap the other calls
Target sequence (P9WIQ1 whole entry, looked up): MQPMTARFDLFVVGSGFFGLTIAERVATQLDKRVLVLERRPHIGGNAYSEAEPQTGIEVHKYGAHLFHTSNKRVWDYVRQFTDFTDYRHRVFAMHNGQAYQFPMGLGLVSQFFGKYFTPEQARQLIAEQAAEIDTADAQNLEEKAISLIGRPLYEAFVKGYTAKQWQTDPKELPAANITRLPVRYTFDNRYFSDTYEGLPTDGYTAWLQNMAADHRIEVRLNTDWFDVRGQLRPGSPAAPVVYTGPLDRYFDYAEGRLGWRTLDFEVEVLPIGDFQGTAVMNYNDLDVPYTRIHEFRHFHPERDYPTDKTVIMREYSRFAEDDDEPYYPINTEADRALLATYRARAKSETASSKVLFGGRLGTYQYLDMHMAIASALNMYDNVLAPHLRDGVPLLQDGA
Rv3671c inh: inhibits the M. tuberculosis serine protease Rv3671c; 0.048% of 320,000 active; P9WHR9; inhibition, % at 5.96 µM; in the data active = inhibition above about 38%;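 also: extracellular domain of Rv3671c used as enzyme; 0% = enzyme with DMSO and 100% = no enzyme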
GDH-TPI inh: inhibits GDH-TPI coupling enzymes, artifact for Mtb FBA screen | GDH-TPI coupled enzyme counterscreen, NADH absorbance | inhibition, % at 4.8 µM | 1.2% of 360,000 active;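 also: 0% = DMSO wells and 100% = wells lacking the enzyme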
MazF activator: activators of E. coli MazEF toxin-antitoxin RNase. activation, % at 20 µM. FAM/BHQ RNA-DNA oligo cleavage fluorescence, 5 h. 0.32% of 350,000 active. P0AE70; in the data active = activation above about 50%
Mtb BioA inh: BioA (M. tuberculosis) enzyme inhibition; purified M. tuberculosis BioA enzyme, plate reader; inhibition, % at 9.99 µM; 0.096% of 360,000 active; AID 602481; in the data active = inhibition above about 40%; inconclusive = no clear call, values can overlap the other calls
CCHF vOTU inh: blocks the CCHF virus ovarian tumor domain protease; 0.55% of 370,000 active; CCHFV vOTU protease, Pep-AMC fluorescence; inhibition, % at 11.5 µM; AID 651958; also: 0% = vehicle wells with enzyme and 100% = no enzyme wells
FadD28 FP inh: inhibitors of Mycobacterium tuberculosis FadD28 bisubstrate binding; inhibition, % at 12.5 µM; 0.22% of 360,000 active; FadD28 bisubstrate probe binding, fluorescence polarization; in the data active = inhibition above about 8.5%, passing the limit was not always enough; inconclusive = no clear call, values can overlap the other calls
An asterisk follows results filed as active; ? = inconclusive; nt = no result given. Rule as the data show it, unless noted: active = inhibition above about 30%; inactive = the rest.

1. CCNC(=S)N/N=C(\C)c1ccc(N2CCOCC2)cc1
2. CCOc1ccc(-c2c(=O)n(OCc3ccccn3)c3ccccc3[n+]2[O-])cc1
3. O=C(COc1ccc(S(=O)(=O)NCc2ccccc2)cc1Cl)NCC1CCCO1 (stereo not drawn)
4. COc1c(Cl)cc(Cl)cc1CNCCO
5. CCOc1cc(C(=O)OCC(=O)c2c[nH]c3ccccc23)ccc1OCC(=O)N1CCOCC1
6. CCOC(=O)C1(Cc2cccc(OC)c2)CCN(Cc2cccc(O)c2)CC1

Compound,1,2,3,4,5,6
BoNT-F LC inh,-8,1,-2,-7,?,-6
GDH-TPI inh,25,17,8,7,-1,-2
Mtb UGM inh,-0.9,-2.8,1.0,3.0,-1.0,-1.6
FadD28 FP inh,-1.9,-0.1,0.2,2.0,1.3,-2.7
CCHF vOTU inh,4,-3,-8,3,10,31*
Mtb FBA inh,5,-1,0,-3,-1,0
DUSP3 inh,-1,14,24,26,25,30
Mtb BioA inh,nt,-0.8,0.0,nt,6.8,0.9
MazF activator,3,1,3,2,10,2
Rv3671c inh,4,9,10,-9,2,6

7. CCCCn1nc(C(=O)N(CC)CC(=O)Nc2c(F)cccc2F)c2ccccc2c1=O
8. CC1(C(=O)Nc2ccc(Cl)cc2)Cc2c(-c3ccc(C(N)=O)cc3)ccnc2O1 (stereo not drawn)
9. CC1=CC(=O)NP(=O)(Oc2ccc3ccccc3c2)N1 (stereo not drawn)
10. CSc1nc(NCCCO)c2c3c(sc2n1)CN(C)CC3
11. O=C(c1cccnc1)N1CCc2ccccc2C1
12. Cc1nn(C2CCS(=O)(=O)C2)c(Cl)c1/C=C/C(=O)OCC(=O)Nc1ccc2c(c1)OCO2 (stereo not drawn)

Compound,7,8,9,10,11,12
BoNT-F LC inh,-3,-2,3,-3,0,-1
GDH-TPI inh,7,2,-5,-1,20,11
Mtb UGM inh,1.3,nt,1.8,3.3,5.6,0.8
FadD28 FP inh,-1.9,-2.3,-4.1,-3.6,-19,0.4
CCHF vOTU inh,5,7,-11,-79,9,6
Mtb FBA inh,-1,3,0,176*,5,2
DUSP3 inh,nt,nt,5,3,51*,-16
Mtb BioA inh,3.1,27,-1.2,nt,2.2,-0.2
MazF activator,2,nt,4,-9,-14,-13
Rv3671c inh,-8,nt,6,-2,-14,2

13. Cn1nnnc1NN=Cc1ccccc1
14. CCOc1ccc2[nH]c(=O)c(=O)[nH]c2c1
15. COC(=O)c1cc(C)nc(Sc2ccccc2NC(C)=O)n1
16. CN(C)CCN=Cc1c(O)n(Cc2ccc3c(c2)OCO3)c(=S)[nH]c1=O
17. CN1C(=O)c2cccc3c(S(=O)(=O)Nc4ccccn4)ccc1c23
18. Nc1ccc(CCc2nc3ccccc3o2)cc1

Compound,13,14,15,16,17,18
BoNT-F LC inh,-7,-4,-8,nt,-12,-3
GDH-TPI inh,8,35*,6,7,13,1
Mtb UGM inh,nt,1.5,2.6,1.1,4.1,-2.0
FadD28 FP inh,-1.5,-1.2,-1.3,-1.8,0.6,0.1
CCHF vOTU inh,2,5,6,-10,6,5
Mtb FBA inh,0,3,0,-19,1,0
DUSP3 inh,nt,-11,-7,-4,-14,-4
Mtb BioA inh,0.2,-1.1,-1.3,-2.2,nt,-0.2
MazF activator,6,5,2,-6,7,2
Rv3671c inh,nt,3,0,-19,5,0

19. O=C1NC2(C=Cc3c(ccc4ccccc34)O2)Oc2ccccc21 (stereo not drawn)
20. COc1cccc(/C=C/C(=O)OCC(=O)Nc2cccc(S(=O)(=O)N3CCOCC3)c2)c1OC
21. CC(=O)c1ccc(Sc2ccccc2)c([N+](=O)[O-])c1
22. CC(C)(C)c1ccc(OCCC(=O)Nc2ccc(N3CCOCC3)cc2N2CCOCC2)cc1
23. CCn1cc(CN2CCC(C(=O)Nc3cccc(-c4cccc(OC)c4)c3)CC2)cn1
24. Cc1cc(C)c(S(=O)(=O)N2CCN(c3ccc([N+](=O)[O-])c(NCc4ccco4)c3)CC2)c(C)c1

Compound,19,20,21,22,23,24
BoNT-F LC inh,11,-3,nt,-7,-2,-4
GDH-TPI inh,8,2,12,12,-6,7
Mtb UGM inh,-4.7,0.9,0.6,-1.5,-2.3,-4.2
FadD28 FP inh,-0.8,-1.5,-0.8,1.2,-3.4,-1.1
CCHF vOTU inh,nt,-4,4,13,-7,-17
Mtb FBA inh,152*,2,0,3,-2,2
DUSP3 inh,7,-5,12,nt,41,25
Mtb BioA inh,14,nt,5.6,-0.6,-1.5,-0.3
MazF activator,7,4,-3,5,4,-1
Rv3671c inh,3,-8,3,15,-1,-6

25. O=C(Cc1ccccc1)OCCNC(=O)c1cccnc1
26. COCCCN(C(=O)c1ccccc1F)c1nc(-c2ccc(OC)cc2)cs1
27. N#Cc1ccccc1Sc1ccccc1C(=O)N1CCOCC1
28. COc1cc(NS(=O)(=O)c2ccc3[nH]c(=O)oc3c2)cc(OC)c1
29. COC(=O)c1ccc(C(=O)OC)c(NC(=S)N2CCN(c3ccccc3F)CC2)c1
30. O=C(CN1C(=O)COc2ccccc21)NCC1CCCO1 (stereo not drawn)

Compound,25,26,27,28,29,30
BoNT-F LC inh,-1,?,-3,2,-2,25
GDH-TPI inh,0,4,0,4,1,-7
Mtb UGM inh,-1.7,1.2,0.5,-1.2,0.0,-0.2
FadD28 FP inh,-0.1,-1.9,-2.8,-5.1,-0.7,-0.9
CCHF vOTU inh,4,-3,-4,6,-27,0
Mtb FBA inh,-1,-3,-1,1,25,1
DUSP3 inh,40,-12,3,11,37,2
Mtb BioA inh,1.5,-2.9,-1.7,nt,11,-1.4
MazF activator,3,-1,5,2,4,6
Rv3671c inh,-7,-1,2,7,-10,-4

Quoted from above: nos. 29–30
29. COC(=O)c1ccc(C(=O)OC)c(NC(=S)N2CCN(c3ccccc3F)CC2)c1
30. O=C(CN1C(=O)COc2ccccc21)NCC1CCCO1 (stereo not drawn)

Compound,29,30
BoNT-F LC inh,-2,25
GDH-TPI inh,1,-7
Mtb UGM inh,0.0,-0.2
FadD28 FP inh,-0.7,-0.9
CCHF vOTU inh,-27,0
Mtb FBA inh,25,1
DUSP3 inh,37,2
Mtb BioA inh,11,-1.4
MazF activator,4,6
Rv3671c inh,-10,-4

Fetched by compound from the list above (2):
26. COCCCN(C(=O)c1ccccc1F)c1nc(-c2ccc(OC)cc2)cs1
25. O=C(Cc1ccccc1)OCCNC(=O)c1cccnc1

Compound,26,25
BoNT-F LC inh,?,-1
GDH-TPI inh,4,0
Mtb UGM inh,1.2,-1.7
FadD28 FP inh,-1.9,-0.1
CCHF vOTU inh,-3,4
Mtb FBA inh,-3,-1
DUSP3 inh,-12,40
Mtb BioA inh,-2.9,1.5
MazF activator,-1,3
Rv3671c inh,-1,-7

(continued)
31. CC1CCCCN1C(=O)C(=O)c1cn(CC(=O)N2CCCCCC2)c2ccccc12 (stereo not drawn)
32. Cc1ccc(SC(C)C(=O)Nc2cccc(N(C)S(C)(=O)=O)c2)cc1 (stereo not drawn)
33. CCc1ccc(OCCCC(=O)Nc2nnc(C3CCCO3)s2)cc1 (stereo not drawn)
34. CCOc1cccc(/C(O)=C2/C(=O)C(=O)N(Cc3ccco3)C2c2ccncc2)c1 (stereo not drawn)
35. CCCCN(Cc1cccs1)S(=O)(=O)c1csc(C(N)=O)c1
36. COc1cc2c(Cc3ccccc3)cncc2cc1O

Compound,31,32,33,34,35,36
BoNT-F LC inh,16,10,6,-10,0,5
GDH-TPI inh,-2,2,4,7,-1,-3
Mtb UGM inh,4.5,-1.4,0.2,0.2,-1.4,nt
FadD28 FP inh,-4.3,-1.5,-0.3,-3.7,-7.5,-1.9
CCHF vOTU inh,8,-5,5,11,0,7
Mtb FBA inh,-4,-2,2,-1,1,3
DUSP3 inh,24,13,24,45,8,nt
Mtb BioA inh,-0.4,-0.7,-1.6,-2.6,3.1,3.5
MazF activator,-41,5,12,2,10,4
Rv3671c inh,3,-1,1,-8,2,nt

37. CN(c1ccccc1)S(=O)(=O)c1cccc(NC(=O)CSc2nnc(C3CC3)n2C)c1
38. CN(C)N=C1c2cc(S(=O)(=O)N(C)C)ccc2-c2ccc(S(=O)(=O)N(C)C)cc21
39. CCC/C=C/c1ccc(CN2C(CC(C)C)C(=O)N(Cc3cn(Cc4ccco4)nn3)CCS2(=O)=O)cc1 (stereo not drawn)
40. O=C(O)CN1C(=O)C2(OCCCO2)c2ccccc21
41. CCOC(=O)c1cnc(SCC(=O)c2ccccc2)nc1N
42. CN(CC(=O)Nc1ccncc1)S(=O)(=O)c1ccc(Cl)cc1

Compound,37,38,39,40,41,42
BoNT-F LC inh,-12,4,4,-2,-4,-3
GDH-TPI inh,8,12,-7,7,-4,0
Mtb UGM inh,-1.8,-0.2,nt,-0.2,-1.7,0.2
FadD28 FP inh,-2.1,-1.3,-5.0,-0.7,-3.8,-0.3
CCHF vOTU inh,4,16,15,-4,-4,-8
Mtb FBA inh,4,0,1,1,0,0
DUSP3 inh,nt,8,nt,10,29,-3
Mtb BioA inh,-0.5,-0.5,-1.1,nt,0.2,1.7
MazF activator,7,5,-5,2,6,3
Rv3671c inh,-9,3,nt,-10,-2,-4

43. CCCCn1nnnc1C(C1CC1)N1CCN(C/C=C/c2ccccc2)CC1 (stereo not drawn)
44. CC1CCCN(Cc2c(O)ccc3c2O/C(=C\c2ccco2)C3=O)C1 (stereo not drawn)
45. O=C(NCc1ccc(Cl)cc1)C(=O)c1c[nH]c2ccccc12
46. CCN(CC)C(=O)c1csc([C@H]2C[C@H](O)[C@@H](CO)O2)n1
47. CCOC(=O)N=S(=O)(Oc1ccc([N+](=O)[O-])cc1)c1ccccc1 (stereo not drawn)
48. COc1cc(COCC(O)CN2CCCCC2C)cc(OC)c1OC (stereo not drawn)
49. CC(/C=C1\SC(=S)N(CC(=O)N2CCN(c3ccccc3)CC2)C1=O)=C\c1ccccc1
50. O=C(Nc1ccc2ccccc2n1)c1ccccc1Cl

Compound,43,44,45,46,47,48,49,50
BoNT-F LC inh,4,-2,-3,0,11,0,4,5
GDH-TPI inh,nt,9,10,4,12,1,12,0
Mtb UGM inh,nt,1.6,2.6,nt,-0.5,1.0,4.9,-0.8
FadD28 FP inh,-2.6,0.8,-2.8,-2.5,-0.5,0.1,-0.3,-3.2
CCHF vOTU inh,3,13,-3,1,-3,-6,6,-15
Mtb FBA inh,-1,-2,-3,-2,-1,-1,0,2
DUSP3 inh,nt,-5,45,nt,-7,-6,7,21
Mtb BioA inh,-0.5,nt,5.2,-1.1,-1.2,9.7,nt,-1.6
MazF activator,nt,10,11,nt,10,6,-9,6
Rv3671c inh,nt,-5,-9,nt,0,2,-11,3
